# S1P3 antagonist = S1P3 (human) receptor antagonism; Q99500; CHO S1P3 NFAT-BLA reporter, FRET fluorescence, antagonist mode; inhibition, % at 4.98 µM; 170,000 compounds, 0.27% hits;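 active = inhibition above the plate cutoff, the mean inhibition of test wells on that plate plus 3 SD, cut at about 28% in these data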;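 note: cells challenged with S1P at its EC80 of 0.8 µM; blue over green emission ratio from cleaved BLA substrate after 4 h stimulation; 0% = S1P-stimulated wells and 100% = unstimulated DMSO-only wells; some compounds past the cut are filed as inactive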
# PMI act = increases human mannose-6-phosphate isomerase activity; AID 1214; purified human PMI, coupled resazurin fluorescence, 20 min; active compounds read high; 1 = vehicle control, 0 substrate-free wells; 190,000 compounds, 0.005% hits; activation factor at 20 µM;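 active = activation factor of 2 or more at 20 µM, relative to plate controls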
# Target sequence (P34949 whole entry, looked up): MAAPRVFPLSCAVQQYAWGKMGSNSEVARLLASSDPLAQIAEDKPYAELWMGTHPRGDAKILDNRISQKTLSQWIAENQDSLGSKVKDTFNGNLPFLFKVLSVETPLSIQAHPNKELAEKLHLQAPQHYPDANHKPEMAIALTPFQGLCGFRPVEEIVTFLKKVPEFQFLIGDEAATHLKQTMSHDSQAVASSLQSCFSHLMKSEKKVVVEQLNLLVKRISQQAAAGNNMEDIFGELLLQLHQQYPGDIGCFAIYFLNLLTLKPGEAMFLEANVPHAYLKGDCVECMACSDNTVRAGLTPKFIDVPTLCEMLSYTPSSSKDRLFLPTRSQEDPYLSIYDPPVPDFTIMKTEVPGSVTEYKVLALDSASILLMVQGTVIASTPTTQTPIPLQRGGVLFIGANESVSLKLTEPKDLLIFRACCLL
# HMGR II inh = inhibitors of class II HMG-CoA reductase from Enterococcus faecalis; purified E. faecalis HMGR, NADPH absorbance 340 nm kinetic; inhibition, % at 10 µM; 190,000 compounds, 0.41% hits; AID 1066;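 active = inhibition above a set limit, the median over all tested compounds plus 3 SD, cut at about 9.5% in these data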;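 note: enzyme runs in reverse so mevalonate oxidation gives rising NADPH absorbance; 0% = complete reaction with DMSO and 100% = background rate lacking mevalonate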
# PMI act satM6P = increases human PMI activity with near-saturating mannose 6-phosphate | activation factor at 20 µM | 190,000 compounds, 0.34% hits | AID 1216 | P34949 | coupled PMI enzyme assay, resazurin fluorescence, 20 min; active compounds read high; 1 = untreated enzyme, 0 = substrate-free blank;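 active = activation factor of 2 or more at 20 µM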
#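 Test system: human phosphomannose isomerase with PGI, G6PDH, diaphorase coupling enzymes / Doses: 20 µM compound, 1% DMSO / Times: enzyme reaction with compound 20 min at room temperature / Measured by: Diaphorase-driven resazurin-to-resorufin fluorescence, excitation 544, emission 590 nm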
# Redox H2O2 prof = compounds producing H2O2 with reducing agent – biochemical, NIH compound library profiling, artefact control for MLSCN library redox annotation, primary screen; DTT-dependent redox cycling H2O2, phenol red/HRP absorbance; 100% = 100 µM peroxide control, 0% = buffer; activation, % at 10 µM; 200,000 compounds, 0.03% hits; AID 878;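 active = activation of at least 50% relative to the plate's high and low controls in the primary single-dose screen; inactive = activation below 50%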;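 note: compound incubated with DTT at 0.8 mM final as the reducing agent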
# Lmaj promast = Leishmania major promastigote growth inhibition | Leishmania major promastigotes, resazurin fluorescence viability | inhibition, % at 10 µM | AID 1063 | 200,000 compounds, 9% hits; in the data active = inhibition above about 50%;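 note: promastigotes grown with compound for 44 hours at 28 °C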
# RAM network inh = inhibitors of the yeast RAM network. AID 868. 190,000 compounds, 1.8% hits. inhibition, % at 50 µM. S. cerevisiae dse1pr::URA3 reporter, 5-FOA growth OD615, 2 d; analog-sensitive cbk1-as2 kinase mutant strain;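 active = inhibition above a set limit, 3 SD over mean compound inhibition, cut at about 8.4% in these data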;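 note: 0% = DMSO-only wells with no growth and 100% = 10 µM 1-NA-PP1 full growth; inhibition rescues growth on 5-FOA so higher OD means more RAM inhibition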
# Hsp70 act = switches on Hsp70 transcription; activation, % at 10 µM; 200,000 compounds, 0.04% hits; AID 1203; HeLa Hsp70 promoter luciferase reporter, luminescence; scaled: vehicle 0, proteasome-inhibitor control 100%;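 active = activation above the mean across all tested compounds plus 3 SD, cutoff set per campaign, cut at about 5.5% in these data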;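 note: 100% = MG132 at 30 µM as the positive control and 0% = DMSO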
# TNAP inh no acc = TNAP (human) inhibition, acceptor-free conditions. purified TNAP, CDP-star luminescence, 30 min. inhibition, % at 20 µM. 200,000 compounds, 0.26% hits;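 active = tissue-nonspecific alkaline phosphatase inhibition above about 50% at 20 µM in the single-dose screen, limit read from the data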;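 note: 0% = DMSO negative control and 100% = EDTA positive control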
# Target sequence (P05186 whole entry, looked up): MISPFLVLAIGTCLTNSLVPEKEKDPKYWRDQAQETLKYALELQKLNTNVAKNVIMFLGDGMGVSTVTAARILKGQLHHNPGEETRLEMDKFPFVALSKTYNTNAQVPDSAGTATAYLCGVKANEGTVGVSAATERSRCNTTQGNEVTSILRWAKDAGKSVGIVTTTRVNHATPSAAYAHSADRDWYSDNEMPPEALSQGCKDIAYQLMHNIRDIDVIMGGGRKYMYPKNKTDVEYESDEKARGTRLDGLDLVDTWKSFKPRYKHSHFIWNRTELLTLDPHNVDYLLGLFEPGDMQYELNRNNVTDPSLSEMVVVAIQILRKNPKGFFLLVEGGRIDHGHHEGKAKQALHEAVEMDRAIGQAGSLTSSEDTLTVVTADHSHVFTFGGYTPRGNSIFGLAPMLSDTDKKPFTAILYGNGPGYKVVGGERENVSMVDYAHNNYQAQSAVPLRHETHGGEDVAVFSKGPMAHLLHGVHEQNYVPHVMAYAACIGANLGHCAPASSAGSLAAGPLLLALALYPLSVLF
# TNAP inh hi DEA = blocks human TNAP under high phosphate acceptor concentration. purified TNAP, CDP-star luminescence, 1 M DEA. inhibition, % at 20 µM. 200,000 compounds, 0.03% hits;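 active = over 50% inhibition of tissue-nonspecific alkaline phosphatase at 20 µM in the single-dose screen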;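 note: plate controls were DMSO wells for no effect and EDTA-quenched wells as full inhibition for full effect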
# Active calls of the source: *; / = not tested or not shown.
# The opening 6 compounds, to show the layout:
SMILES,S1P3 antagonist,PMI act,HMGR II inh,PMI act satM6P,Redox H2O2 prof,Lmaj promast,RAM network inh,Hsp70 act,TNAP inh no acc,TNAP inh hi DEA
COCC(=O)NC1CCN(CC(=O)Nc2ccccc2[N+](=O)[O-])CC1,-8,1,-5,1,0.0,-2,0.8,-0.3,2,4
COc1ccc(C2C(C(=O)O)CC(=O)N2C2CCCCC2)cc1 (stereo unspecified),7,1,-1,1,-0.3,2,1.5,0.2,-1,6
CCOC(=O)N1CCC(N2Cc3cccc(C(=O)NCc4ccc(C)cc4)c3C2=O)CC1,-7,0.9,2,1,-1.2,17,2.1,0.2,-12,-6
COC(=O)c1ccc2nc(NC(=O)C(C)(C)C)sc2c1,-3,1,2,1,-1.5,21,2.9,-0.5,-6,0
CCC(=O)N(Cc1cc2cc(C)c(C)cc2[nH]c1=O)C1CCCCC1,-52,1.1,-10,1,-0.2,17,0.6,-0.3,-8,-8
C/C(=N\NC(=O)c1ccccc1O)c1cccs1,-13,1,4,1,-0.3,-3,0.2,-0.4,4,3

# This part in full, previewed entries included:
SMILES,S1P3 antagonist,PMI act,HMGR II inh,PMI act satM6P,Redox H2O2 prof,Lmaj promast,RAM network inh,Hsp70 act,TNAP inh no acc,TNAP inh hi DEA
COCC(=O)NC1CCN(CC(=O)Nc2ccccc2[N+](=O)[O-])CC1,-8,1,-5,1,0.0,-2,0.8,-0.3,2,4
COc1ccc(C2C(C(=O)O)CC(=O)N2C2CCCCC2)cc1 (stereo unspecified),7,1,-1,1,-0.3,2,1.5,0.2,-1,6
CCOC(=O)N1CCC(N2Cc3cccc(C(=O)NCc4ccc(C)cc4)c3C2=O)CC1,-7,0.9,2,1,-1.2,17,2.1,0.2,-12,-6
COC(=O)c1ccc2nc(NC(=O)C(C)(C)C)sc2c1,-3,1,2,1,-1.5,21,2.9,-0.5,-6,0
CCC(=O)N(Cc1cc2cc(C)c(C)cc2[nH]c1=O)C1CCCCC1,-52,1.1,-10,1,-0.2,17,0.6,-0.3,-8,-8
C/C(=N\NC(=O)c1ccccc1O)c1cccs1,-13,1,4,1,-0.3,-3,0.2,-0.4,4,3
CC(C)N1C(=O)CCC1C(=O)NCc1ccco1 (stereo unspecified),-1,1.1,2,1,0.7,-2,-0.9,1.0,-12,0
COC(=O)C1CSC(c2ccc(Cl)cc2)N1C(=O)c1ccccc1 (stereo unspecified),-10,0.8,-5,0.8,-0.4,4,1.1,-0.6,-5,-5
CC(C)CC(=O)NCCNC(=O)c1cc(OCC(F)(F)F)ccc1OCC(F)(F)F,/,1,-1,1,0.2,-3,0.6,-0.2,-12,-4
O=C(NCc1ccccc1)c1cccc(Br)n1,-2,1.2,-5,1.1,0.3,-7,-0.7,0.0,-4,-2
COc1ccc(C2=[N+](C)CCn3cccc32)c(OC)c1,-6,0.8,0,0.9,-0.5,-1,0.6,-0.2,-6,-1
O=C(CSCc1ccc(Cl)cc1)N1CCOCC1,-3,1,-2,1,-0.6,14,0.4,-0.3,-4,-7
Cc1cc(N=Cc2cc(Cl)ccc2O)no1,-6,0.9,-5,0.9,0.9,-10,-0.3,-0.3,-8,0
CC(C)NC(=O)NC(=O)CSc1nnc(COc2ccccc2Cl)o1,/,0.9,2,0.9,-4.5,-4,1.1,-0.6,-12,4
O=c1c2ccccc2nnn1CCN1CCOCC1,-1,1,-1,1.1,-1.1,-3,0.4,-0.1,-9,-6
CC(C)OC(=O)CSc1nnc(-c2cccnc2)n1N,-17,1.1,-1,1.1,-0.3,-2,0.3,-0.1,5,1
COc1cc(/C=C2/NC(=O)N(CC(=O)Nc3cccc(C)c3)C2=O)ccc1OCC(N)=O,-8,0.9,-3,0.9,-0.8,3,2.7,-0.3,-1,-2
O=C(CN1CCCN(S(=O)(=O)c2ccc(Br)cc2)CC1)Nc1ccc2cn[nH]c2c1,26,/,/,/,0.9,22,/,-0.4,/,/
O=C(COC(=O)CNC(=O)c1ccccc1)Nc1ccc(S(=O)(=O)N2CCCC2)cc1,-12,1,3,1,-1.5,-5,2.6,-0.2,-16,-10
Cc1cc(C)nc(N2CCN(c3ncnc4c3cnn4Cc3ccc(Cl)cc3Cl)CC2)n1,2,1.2,/,1.1,/,/,/,/,-13,-10
CCOC(=O)Cc1csc(SCC(=O)Nc2cc(Cl)ccc2Oc2ccccc2)n1,/,0.8,1,0.9,0.6,7,4.5,0.0,-4,-4
CCOC(=O)C(CC)n1nc(C)n2c(cc3sccc32)c1=O (stereo unspecified),-16,1,/,1,-0.1,-5,/,-0.3,-7,1
CCC(C)NC(=O)CCC(=O)NNc1nc2ccccc2c2nc(C)nn12 (stereo unspecified),-9,0.9,1,1,-0.8,-4,1.8,-0.1,-145,1
FC(F)(F)c1nnc(-c2ccccc2)nc1Sc1ccccc1,/,1.1,-2,1.1,1.7,52*,7.8,0.0,4,-2
Cn1c(OCc2cccnc2)nc2c1c(=O)n(Cc1ccc(Br)cc1)c(=O)n2C,/,0.9,14*,0.9,-0.4,0,-1.1,-0.5,-2,-2
# Continuation:
SMILES,S1P3 antagonist,PMI act,HMGR II inh,PMI act satM6P,Redox H2O2 prof,Lmaj promast,RAM network inh,Hsp70 act,TNAP inh no acc,TNAP inh hi DEA
CCOC(=O)c1sc2ncn(/N=C/c3cccnc3)c(=O)c2c1C,/,1,-3,1,-0.1,2,1.0,-0.3,-12,-4
Cc1onc(-c2ccccc2Cl)c1C(=O)NCc1ccc(N2CCCC2=O)cc1,-21,0.9,-11,1,1.4,17,-0.6,-0.3,-6,2
O=[N+]([O-])c1cccnc1N1CCC(c2cc(-c3ccc(Cl)cc3Cl)n[nH]2)CC1,/,0.7,5,0.8,0.1,12,4.3,0.0,79*,0
COc1cc(CN2CCN(Cc3ccc(C)cc3)CC2)c([N+](=O)[O-])cc1OC,-7,0.7,-10,0.4,-0.3,53*,-0.1,-0.2,0,-1
CCOc1ccc(-n2c(SCC(=O)NCc3ccco3)nc3ccccc3c2=O)cc1,6,1,-1,0.9,-0.3,-4,8.1,0.0,-16,-6
CCOC(=O)c1oc2nc(C)c3c(c2c1N)CC(C)(C)OC3,14,1.1,5,1,-0.4,10,0.7,-0.2,3,-5
O=C(c1cccc(C(F)(F)F)c1)N1CCC(O)(CS(=O)(=O)Cc2ccccc2Cl)CC1,/,1,-9,1.1,1.9,-1,2.6,-0.4,-6,2
Cn1c(=O)n(C)c2cc([N+](=O)[O-])c(N3CCN(C(=O)c4ccccc4Cl)CC3)cc21,/,1,-2,1,-4.8,-5,0.0,-0.3,-1,3
Oc1csc(Cc2nc(-c3ccc4ccccc4c3)cs2)n1,/,1,-7,0.9,-5.5,2,3.2,0.0,-9,-1
Cc1nc2ccc(S(=O)(=O)N(C)CC(=O)NCc3ccc4c(c3)OCO4)cc2s1,7,1,-6,0.9,0.0,2,4.1,0.3,-6,-2
Cc1nc(NC(=O)c2ccccc2)sc1-c1csc(NCc2ccccc2)n1,/,0.8,1,0.9,5.4,86*,3.6,-0.3,-2,-4
CC1Oc2ccccc2OC1(O)c1ccc2ccccc2n1 (stereo unspecified),4,0.8,-2,0.9,-0.2,26,-1.2,-0.2,20,-3
CCn1c(=O)n(CC(=O)Nc2ccc(F)cc2)c(=O)c2ccccc21,-24,1,0,0.9,-1.3,0,3.1,-0.3,-9,-4
CCCCn1c(=O)[nH]c(=O)c2c1nc(-c1ccc3ccccc3c1)n2CC,1,0.9,-4,0.9,1.0,7,4.0,-0.4,-11,-7
COc1cccc2sc(Nc3nc(-c4ccncc4)cs3)nc12,-7,1.2,-8,1.2,0.6,22,-1.6,-0.1,-5,-5
O=c1c2ccccc2nc(SCc2cccc(F)c2)n1-c1cccc(S(=O)(=O)N2CCCC2)c1,-11,1,-4,0.9,1.6,15,13*,0.0,-23,-3
CCC(=O)c1ccc(OCCSc2ncccn2)cc1,-25,0.9,-4,1,1.3,-4,2.6,0.0,-8,-1
CC1CC(=O)c2cnc(Nc3ccccc3)nc2C1 (stereo unspecified),/,0.9,-7,1,0.2,0,0.8,-0.2,-8,1
Cc1cc(C(=O)OCC(=O)N2CC(=O)Nc3ccccc32)c(C)n1-c1ccc(F)cc1,2,0.9,-4,0.9,0.7,2,2.3,-0.3,-6,-3
COCCNC(=O)CSc1nccn1Cc1ccc2c(c1)OCO2,1,1.1,-6,1,0.6,-7,1.1,-0.2,-12,-8
CCc1ccccc1NC(=O)NC1CC2CCC(C1)N2Cc1ccco1 (stereo unspecified),6,1,2,1,-0.9,10,0.4,0.0,-18,-8
COc1ccc(N2CCN(C(=O)CCCn3c(=O)[nH]c4cc(Cl)ccc4c3=O)CC2)cc1,/,1,-4,1,-0.5,-3,0.6,0.1,-12,-2
Cc1cccc(NC(=S)NCC(c2cccnc2)N2CCOCC2)c1 (stereo unspecified),0,1,-7,1.1,0.8,9,-0.8,-0.5,-12,-5
O=C1c2ccccc2C(=O)N1CCCSc1nc2ccccc2o1,-11,1,0,1,-0.4,-4,2.1,0.5,-12,-3
COc1ccc(CC(=O)NCc2ccccc2)cc1S(=O)(=O)N1CCOCC1,2,0.8,0,0.8,0.8,-8,1.8,-0.4,-10,-4
# Remaining list, next part
SMILES,S1P3 antagonist,PMI act,HMGR II inh,PMI act satM6P,Redox H2O2 prof,Lmaj promast,RAM network inh,Hsp70 act,TNAP inh no acc,TNAP inh hi DEA
COc1cc(-n2c(=O)c3ccccc3n(Cc3cccnc3)c2=O)cc(OC)c1OC,0,/,/,/,-0.7,-3,/,-0.3,/,/
Cc1oc2c(CN3CCCC3)c(O)ccc2c(=O)c1-c1ccccc1,29,0.9,2,0.9,2.8,5,0.0,-0.4,-4,-3
Cc1nn(Cc2ccccc2Cl)c(C)c1NC(=O)c1nc2ncccn2n1,/,1.1,1,1.1,-0.3,-4,1.6,0.1,0,0
COC(=O)c1ccc(C(NC(=O)OCc2ccccc2)/C(F)=C/[C@@H](C)C(=O)NCc2ccc(-c3ccccc3)cc2)cc1 (stereo partly specified),12,1.1,-4,1,0.9,-5,4.1,-0.1,-5,-3
CCOC(=O)C(CCCCCOc1ccccc1[N+](=O)[O-])C(=O)OCC,-6,0.9,-4,1,-0.2,22,2.6,-0.4,-8,-1
O=C(Nc1cccc2ccccc12)c1ccc([N+](=O)[O-])s1,-1,0.9,-2,1,-0.4,100*,2.0,0.2,-4,3
O=C(CCCCCNC(=O)c1ccccc1)N/N=C/c1ccc(O)cc1O,-8,1,0,1.2,-0.3,-5,1.8,-0.2,-66,-1
COc1ccc(OC)c(Nc2nc(-c3cccs3)cs2)c1,19,0.9,-8,1,0.2,2,8.4,0.2,-6,-6
CC(C)(C)C(=O)Nc1cccc(C(=O)c2cccc(NC(=O)C(C)(C)C)c2)c1,/,1,-4,1.1,1.0,3,2.4,0.2,-18,-6
